Screening data deposited in PubChem BioAssay by several laboratories.
SDO1 yeast rescue = restores growth of sdo1-depleted yeast. S. cerevisiae sdo1-depleted JHY4D growth rescue, OD600 30 h; active compounds read high; pdr5 snq2 efflux-pump mutant strain. z-score at 10 µM. 140,000 compounds, 0.21% hits;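 active = z-score above 3 at both the 24 hr and the 30 hr optical density reads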;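 note: z-score against mean and SD of all compound wells on the same plate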
Insulin prom inh = TRM-6 insulin promoter activity inhibition | inhibition, % at 2 µM | 130,000 compounds, 0.9% hits | TRM-6 cells (human fetal islet line), insulin promoter-eGFP reporter, imaging; reporter expression induced with tamoxifen;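 active = inhibition above the mean plus 3 SD, with well images judged a real hit on visual review, cut at about 60% in these data, passing the limit was not always enough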
SDO1 yeast rescue Rescue 24 h = further read-out of SDO1 yeast rescue, marked with its call; z-score; S. cerevisiae sdo1-depleted JHY4D growth rescue, OD600; measured here: growth rescue at 24 h;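 0 is the plate mean of compound wells and units are plate SD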
Starred values were filed as active, the others as inactive; i = inactive; . = not tested or not shown; [ ] = dose if it differs, or a comment. The list is partial; the hit share may differ from the screen's.

structure	SDO1 yeast rescue	SDO1 yeast rescue Rescue 24 h	Insulin prom inh
O=C(CSc1nccn1-c1ccccc1)N1CCc2ccccc21	-1	-1.1	25
COCc1cc(=O)n2[nH]c(-c3cccc(Br)c3)cc2n1	0.54	0.5	.
Cn1c(SCCOc2ccccc2Cl)nnc1-c1ccncc1	-0.62	-0.18	i
CNc1nc(SCC(=O)OC)nc(N2CCOCC2)n1	-0.32	-0.83	-22
CCOc1ccc(NC(=O)N2CCC(n3c(=O)[nH]c4ccccc43)CC2)cc1	3.3	2.8	.
Cc1nc2ccc(S(=O)(=O)Nc3cccc(-c4nc5cccnc5s4)c3C)cc2s1	-0.77	-1.2	17
CCOc1c(S(=O)(=O)N2CCCC2)ccc(Cl)c1Cl	-0.47	-0.75	38
Cc1ccc(S(=O)(=O)CCc2ccccn2)cc1	1.4	0.74	56
Cc1cc(C(F)F)n2ncc(C(=O)N3CCc4ccccc4C3)c2n1	-1.3	-1.2	0
CC1CCCC(C)N1NC(=O)c1cccc(S(=O)(=O)N2CCc3ccccc32)c1 (configuration not stated)	.	.	33
COc1cccc(-c2nnc(SCCC(=O)O)n2C)c1	0.4	0.3	.
O=C(c1ccco1)N1CCN(C(=O)c2oc(=O)c3ccccc3c2-c2ccccc2)CC1	0.26	1.3	.
CCCC1=C(C(=O)OCC)C(c2cc(Cl)cc(OC)c2OCc2ccccc2)NC(=O)N1 (configuration not stated)	-0.67	-0.18	-51
COc1ccc(/C=N/n2cnnc2SCc2ccc(OC)cc2)cc1	-0.7	-0.7	24
CCOc1cccc(C(=O)Nc2cccnc2)c1	-0.05	-1.2	57
CCN1CCN(C(c2cccs2)C(C)NS(=O)(=O)c2ccc(Br)cc2)CC1 (configuration not stated)	0.69	0.36	.
O=CNC1CCCc2c1[nH]c1ccc(Cl)cc21 (configuration not stated)	-0.41	0.05	12
Cc1ccccc1CS(=O)(=O)c1ccc(C(=O)N2CCC(C)CC2)cc1[N+](=O)[O-]	.	.	50
CC(=C/c1ccc(C(C)C)cc1)/C=N/NC(=O)c1ccncc1	0.06	0.77	-26
CCCCn1c(CN2CCN(C(=O)OCC)CC2)nc2c1c(=O)n(C)c(=O)n2C	1	0.17	.
Cc1ccc(S(=O)(=O)N2CCC(=O)N(C(COCc3ccc(Cl)cc3)Cc3ccccc3)CC2)cc1 (configuration not stated)	0	-0.06	-95
CCOc1ccc(Br)cc1/C=N/O	-0.85	-1.5	-4
Cc1cnc(C(=O)OCC(=O)NC(=O)NC(C)C)cn1	0.41	1.7	.
Cc1cc(CCN2CCC(=O)NC2=S)ccc1OC(C)C	-1.3	-1.4	7
COc1cccc(C2NC(CCSC)(C(=O)O)C3C(=O)N(C(C)C)C(=O)C23)c1O (configuration not stated)	1	0.88	.
O=C(c1cccc(F)c1)N1CCN(C(=O)C2CC2)CC1	0.43	0.5	-3
COc1ccc(Cl)cc1-c1nc(-c2ccc(Br)o2)no1	-0.36	1.1	.
C=CCn1c(SCC(=O)Nc2sccc2C(N)=O)nc2sc(C)c(C)c2c1=O	-0.24[7.8 µM]	1.1	.
CCOc1nc(SCCOc2ccc(Cl)cc2Cl)nc(N(C)C)n1	-0.62	-0.11	17
Cc1nc2ccc(NC(=O)c3ccc([N+](=O)[O-])cc3)cc2s1	0.35	0.49	-38
Nc1ccc(S(=O)(=O)NNC(=O)C(=O)NNc2ccccn2)cc1	1.2	1.6	-7
Cc1cccc(NC(=O)c2sc3nc(-c4ccccc4)cn3c2C)n1	-1.8	-0.91	67
O=C(COC(=O)c1cc(C(F)(F)F)cc(C(F)(F)F)c1)NCc1ccc(Cl)cc1	1.4	1.9	-9
CCCCNC(=S)NCc1ccc2[nH]c3c(c2c1)CCCC3	.	.	0
CC(C)CCNC(=O)c1cc(-c2ccncc2)nc2ccc(S(=O)(=O)N3CCOCC3)cc12	-0.84	-0.11	-44
CN(CC(=O)N1CCN(C2CCCCC2)CC1)S(=O)(=O)c1cccc2nsnc12	1.4	1.4	-10
Cc1ccc(C(=O)N(CC(=O)NC2CCCCC2)c2ccccc2C)s1	-1.5	-1.4	7
CC(=O)N1CCCc2cc(S(=O)(=O)NC(C(=O)NC3CCCCC3)C(C)C)ccc21 (configuration not stated)	0.22	0.17	-128
CC(C)c1ccc(OC(=O)NCCO)cc1	1.6	0.31	-50
O=C(CN(c1ccc(Cl)c(Cl)c1)S(=O)(=O)c1ccccc1)N1CCc2ccccc2C1	-0.55	0.18	-72
O=C(COC(=O)Cc1ccsc1)NCC1CCCCC1	0.38	0.29	8
CC(C)C(=O)Nc1ccc(NC(=O)c2cccnc2)cn1	0.6	-0.38	3
COc1ccc(NC(=O)N2CCCCCC2)c(OC)c1	.	.	-16
O=C(NCCc1ccccc1)c1cnc2sccn2c1=O	-0.35	-0.57	.
CCOC(=O)C1=C(C)N=C2SC(C(=O)OC)=CC(=O)N2C1c1ccc(F)cc1 (configuration not stated)	-1.6	-0.83	.
CCCCNC(=O)c1onc(CSc2cc(C)ccc2C)c1C(=O)O	1.2	1.3	.
CC1Cc2ccccc2N1C(=O)c1cc2sccc2n1Cc1ccc(F)cc1 (configuration not stated)	-0.75	-0.6	-2
CCc1ccc(N2C(=O)C3C4CCC(C4=C(C)C)C3C2=O)cc1 (configuration not stated)	0	-0.05	-48
CC(=O)Nc1c(C)ccc(CNC(=O)COc2ccc(F)cc2)c1C	.	.	5
Cc1oc(=O)c(NC(=O)c2ccc(Cl)cc2)cc1C(=O)c1ccccc1	-2	-0.59	22

Filtered by structure: the compounds so far with a furan ring, fused or not (2)
structure	SDO1 yeast rescue	SDO1 yeast rescue Rescue 24 h	Insulin prom inh
O=C(c1ccco1)N1CCN(C(=O)c2oc(=O)c3ccccc3c2-c2ccccc2)CC1	0.26	1.3	.
COc1ccc(Cl)cc1-c1nc(-c2ccc(Br)o2)no1	-0.36	1.1	.

Compounds from the list above that contain bromine (4):
structure	SDO1 yeast rescue	SDO1 yeast rescue Rescue 24 h	Insulin prom inh
COCc1cc(=O)n2[nH]c(-c3cccc(Br)c3)cc2n1	0.54	0.5	.
CCN1CCN(C(c2cccs2)C(C)NS(=O)(=O)c2ccc(Br)cc2)CC1 (configuration not stated)	0.69	0.36	.
CCOc1ccc(Br)cc1/C=N/O	-0.85	-1.5	-4
COc1ccc(Cl)cc1-c1nc(-c2ccc(Br)o2)no1	-0.36	1.1	.

The results go on.
Second line of a record – SDO1 yeast rescue	SDO1 yeast rescue Rescue 24 h	Insulin prom inh
- CCCCCCn1c(NCC)nc2c1c(=O)[nH]c(=O)n2C
    -0.26	-0.34	-29
- COc1ccccc1C(=O)N(CCC1CCCN1C)c1nc2ccccc2s1 (configuration not stated)
    .	.	-49
- CCOC(=O)N1CCN(c2ccc(Cl)c(Cl)c2)CC1
    -1.5	-0.94	-50
- C=CCSC1=N/C(=C\C=C\c2ccco2)C(=O)S1
    0.55	1.4	-21
- CC(C)CN(C(=O)CN1CCN(c2ccc(O)cc2)CC1)c1c(N)n(CC(C)C)c(=O)[nH]c1=O
    1.1	0.64	23
- C=CCNc1cc(C)oc(=O)c1C(=O)CC
    .	.	24
- COc1ccc(CC(=O)N2CC(C)CC(C)C2)cc1OC (configuration not stated)
    0.19	-0.54	9
- Cc1cc(C)cc(N(CC(=O)N2CC=C(c3ccccc3)CC2)S(=O)(=O)c2c(C)noc2C)c1
    -1.3	1.7	.
- CC(C)Cn1cc(F)c(=O)n(CC(C)C)c1=O
    .	.	29
- O=C(c1nn2c(C(F)(F)F)cc(-c3ccco3)nc2c1Br)N1CCCc2ccccc21
    -1.8	-1.7	-50
- Cc1ccc(-n2nc3c(c2NC(=O)c2c(-c4ccccc4Cl)noc2C)CS(=O)(=O)C3)c(C)c1
    0.24	0.81	-9
- Clc1cccc(Oc2cnc3ccccc3n2)c1
    -0.86	0.2	.
- O=C(NCCN1CCOCC1)c1cc2cc(Br)ccc2oc1=O
    -0.6	-0.42	50
- CC(C)(C)NS(=O)(=O)c1ccc(NS(=O)(=O)c2ccc(F)cc2)cc1
    -0.18	-0.52	15
- COc1ccc(/C=C2\N=C(SC)NC2=O)cc1
    -1.2	-1	-25
- Cc1cc([N+](=O)[O-])ccc1NCc1ccccc1
    -1.8	-1.9	.
- Cc1cccc(CN2C(=O)N/C(=C/c3cc(C)n(-c4cc(C)ccn4)c3C)C2=O)c1
    0.29	0.34	29
- CCCC(=O)Nc1ccc2oc(=O)ccc2c1
    .	.	-5
- Cc1ccc(S(=O)(=O)Oc2ccc(/C=C(/NC(=O)c3ccccc3)C(=O)Nc3ccccc3)cc2)cc1
    0.49	0.84	31
- O=C(CSc1nnc(CNc2ccc(Cl)cc2)o1)Nc1nc2ccccc2s1
    0.67	1.7	14
- O=C(Nc1nc(-c2ccccc2)cs1)c1ccc(N2CCOCC2)c([N+](=O)[O-])c1
    -0.6	-0.27	.
- COc1ccc(C(=O)Nc2nnc(CCS(=O)(=O)c3ccc(C)cc3)s2)cc1
    .	.	36
- OCCN(CCO)CC(O)COc1ccc(C23CC4CC(CC(C4)C2)C3)cc1 (configuration not stated)
    -0.95	-0.27	21
- COc1ccccc1CN(C(=O)CCl)C(C(=O)NC1CCCCC1)c1ccncc1 (configuration not stated)
    0.71	0.47	48
- COc1ccc(CCNC(=O)C2CCN(S(=O)(=O)N3CCOCC3)CC2)cc1OC
    -0.13	-0.69	.
- CCOC(=O)C1CCN(C(=O)CCc2c(C)nc3cc(-c4ccc(OC)cc4OC)nn3c2C)CC1
    .	.	-107
- O=C(NCc1ccc(N2CCCC2=O)cc1)c1cn(Cc2ccccc2)nn1
    -0.27	0.27	12
- Cc1ccnc(NS(=O)(=O)c2ccc(NC(=O)c3cc(-c4ccccc4)nc4ccccc34)cc2)n1
    0.54	-0.1	33
- NS(=O)(=O)c1cccc(NC(=O)CN2CCC(Cc3ccccc3)CC2)c1
    .	.	36
- O=[N+]([O-])c1cc(C(F)(F)F)ccc1N1CCN(CCO)CC1
    .	.	-43
- O=C(CN1N=C(c2ccccc2)CCC1=O)NCc1ccccc1
    .	.	-8
- O=c1cc(O)n(-c2ccccc2F)c(=S)[nH]1
    1.5	0.46	.
- COc1ccc(NC(=O)c2ccco2)cc1S(=O)(=O)N1CCOCC1
    .	.	-100
- Nn1c(SCC(=O)Nc2cccc(F)c2)nnc1C1CCCCC1
    -0.05	-0.42	.
- COc1cnc(-c2ccccn2)nc1Oc1ccccc1Cl
    -1.6	-1.3	.
- O=C(OCC1CC(c2ccccc2Cl)=NO1)c1ccc(Br)cc1 (configuration not stated)
    -0.73	-0.89	.
- O=C(Nc1ccc(CN2CCOCC2)cc1)c1cccc(F)c1
    0.83	0.76	0
- CC1CN(C(=O)CSc2nnc(-c3ccncc3)n2-c2ccccc2)CC(C)O1 (configuration not stated)
    0.91	0.56	.
- Cc1[nH]nc2c1C(c1cccs1)C1=C(CC(C)(C)CC1=O)N2 (configuration not stated)
    .	.	35
- COc1ccc(S(=O)(=O)N(C)CC(=O)NC2CCCCC2)cc1Cl
    0.26	-0.27	-3
- COc1cc2c(cc1OC)C(C(=O)NCCN1CCOCC1)C1c3ccccc3CCN1C2=O (configuration not stated)
    0.14	-0.42	-12
- CCOC(=O)c1c(C)[nH]c(C(=O)CN2C(=O)C(=O)N(CC(C)C)C2=O)c1C
    .	.	0
- CC1CCCC(NC(=O)COC(=O)CN2C(=O)C3CCCCC3C2=O)C1C (configuration not stated)
    0.71	0.25	.
- CCCn1c(SCC(=O)NCc2ccc(OC)cc2)n[nH]c1=O
    .	.	-43
- Cc1ccc(NC(=S)NCc2ccccc2Cl)c(C)c1
    -1.2	-1.1	-30
- O=C(COC(=O)Cc1ccc(S(=O)(=O)N2CCOCC2)s1)NCCc1ccccc1
    0.73	1.1	10
- CC1(C)Cc2c(sc3c2c(=N)n(Cc2ccco2)c(=O)n3Cc2ccc(Cl)cc2)CO1
    -2.6	-1.8	.
- O=C(Nc1ccc(O)cc1)c1ccc(C(=O)c2ccccc2)o1
    -0.37	-0.74	-30
- O=C(/C=C/c1ccccc1)NNC(=O)c1cccc(Cl)c1
    -0.21	-0.56	59
- CCN(CC)S(=O)(=O)c1cccc(-c2nnc(SCC(N)=O)n2CCc2ccccc2)c1
    -0.19	0.2	57
- Cc1ccc(S(=O)(=O)CC(=O)N2CCCC2)cc1
    0.16	-0.15	16
- CCOc1ccc(NC(=NCc2ccc3c(c2)OCO3)SC2CC(=O)N(c3ccc(OCC)cc3)C2=O)cc1 (configuration not stated)
    -1.2	-0.4	-450
- COC(=O)CN(C(=S)Nc1ccc(Cl)cc1)C1CC(=O)N(c2ccc(OC)cc2)C1=O (configuration not stated)
    0.57	0.91	-60
- Cc1cc(NC(=O)CCC(=O)N(CCC(C)C)C(C(=O)NC2CCCC2)c2cccnc2)no1 (configuration not stated)
    1.3	2	.
- COc1ccc(CCNC(=O)CSc2ccc(-c3ccco3)nn2)cc1OC
    .	.	-25
- O=C(Nc1ccc(Cc2ccncc2)cc1)C1CCC(N2C(=O)C3CCCCC3C2=O)CC1 (configuration not stated)
    .	.	35
- Cc1ccc(-c2nnn(CC(=O)N3CCN(c4ccccc4)CC3)n2)o1
    0.41	-0.05	23
